Assay outcomes (PubChem BioAssay)
Tn7 DDE FP: inhibitors of Tn7 peptide binding to human fibrin DD(E); FP displacement of FITC-Tn7 peptide from fibrin DD(E); 0% = median of compound wells per plate; 0.13% of 370,000 active; AID 720508; inhibition, % at 8.3 µM; P02675;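 active = inhibition above the mean of compounds falling within the control limits plus 3 SD of them, cut at about 14% in these data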;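 note: 0% = plate median of compound wells and 100% = 10 µM Aha-Tn7 peptide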
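Assay system: Human clot-derived fibrin DD(E) complex | Buffer or medium: Tris/NaCl/CaCl2 buffer, pH 7.8 | Repeats: One replicate per compound | Benchmarks: Aha-Tn7 high control | Measure: % inhibition scaled between sample-field median and high-control FP | Schedule: 10 min plus 3 h, room temperature | Signal: Fluorescence polarization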
LEDGF integ inh: blocks HIV-1 LEDGF/p75-dependent DNA integration; TR-FRET IN-LEDGF/p75 DNA integration, Eu/Cy5; inhibition, % at 3.7 µM; 0.64% of 370,000 active;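 active = inhibition above the screen-wide mean plus 3 SD, cut at about 13% in these data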;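 note: signal is the Cy5 over europium emission ratio at 671 and 618 nm; 0% = plate median of compound wells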
ADAM10 inh: inhibits human ADAM10. O14672. recombinant ADAM10, EDANS/DABCYL FRET peptide cleavage, 3 h. inhibition, % at 7 µM. 0.62% of 370,000 active;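 active = inhibition above a per-campaign cutoff equal to the mean of compounds falling between control-based bounds plus 3 SD, cut at about 20% in these data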;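 note: 0% = DMSO wells while the 100% control is not disclosed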
ARFGAP1 inhibitor: inhibits rat ARF GTPase activating protein 1. AID 651572. Q62848. Arfgap1-stimulated ARF1 GTP hydrolysis, GDP FP detection. inhibition, % at 16.5 µM. 0.26% of 360,000 active;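 active = inhibition above a per-plate limit, mean inhibition of low control wells plus 3 SD, cut at about 25% in these data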;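 note: 0% = DMSO wells with enzyme and 100% = wells lacking Arfgap1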
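Material: truncated rat Arfgap1 GAP domain; Incubation: compound-enzyme preincubation 20 min, reaction 120 min, detection 60 min, 25 °C; Read-out: percent inhibition of Arfgap1-stimulated GTP hydrolysis; Technique: FP, GDP Alexa 633 tracer displaced from anti-GDP antibody, 620/688 nm; Controls: No-Arfgap1 wells (100%) versus DMSO full-reaction wells (0%); Replication: single well per compound.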
ADAM17 inh: inhibitors of human ADAM17. P78536. recombinant ADAM17, EDANS/DABCYL FRET peptide cleavage. inhibition, % at 6.95 µM. 0.83% of 370,000 active;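 active = inhibition above the mean of compounds lying between control limits plus 3 SD, set per campaign, cut at about 8.5% in these data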;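 note: 0% = DMSO-only wells as the low control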
PLCg1 inh: blocks human PLC-gamma1 enzyme activity; 0.84% of 370,000 active; inhibition, % at 12.2 µM; P19174; AID 720700; purified PLC-gamma1, fluorogenic substrate, fluorescence; in the data active = inhibition above about 9.5%
proKLK7 act: activators of human kallikrein-7 zymogen; P49862; activation, % at 7 µM; 0.9% of 370,000 active; purified proKLK7, EDANS-DABCYL substrate fluorescence; 100% is mature enzyme control, 0% vehicle;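 active = activation above the mean of all tested compounds plus 3 SD, computed per campaign excluding outliers beyond control limits, cut at about 13% in these data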
Target sequence (P49862 whole entry, looked up): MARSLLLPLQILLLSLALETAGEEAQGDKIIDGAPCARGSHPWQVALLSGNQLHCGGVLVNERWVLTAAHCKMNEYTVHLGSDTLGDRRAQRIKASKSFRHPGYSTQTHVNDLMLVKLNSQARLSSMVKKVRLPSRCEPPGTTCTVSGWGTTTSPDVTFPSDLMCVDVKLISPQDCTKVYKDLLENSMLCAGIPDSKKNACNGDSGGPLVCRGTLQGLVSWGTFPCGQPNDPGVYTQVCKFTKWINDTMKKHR
TDP2 inh: blocks human TDP2 phosphodiesterase activity | O95551 | 0.34% of 370,000 active | AID 720702 | recombinant TDP2, T5PNP hydrolysis, p-nitrophenol absorbance 415 nm | inhibition, % at 12.8 µM;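 active = inhibition above the mean of all tested compounds plus 3 SD, set per campaign, cut at about 25% in these data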;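 note: 0% = DMSO with enzyme and 100% = buffer with substrate but no TDP2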
Target sequence (O95551 whole entry, looked up): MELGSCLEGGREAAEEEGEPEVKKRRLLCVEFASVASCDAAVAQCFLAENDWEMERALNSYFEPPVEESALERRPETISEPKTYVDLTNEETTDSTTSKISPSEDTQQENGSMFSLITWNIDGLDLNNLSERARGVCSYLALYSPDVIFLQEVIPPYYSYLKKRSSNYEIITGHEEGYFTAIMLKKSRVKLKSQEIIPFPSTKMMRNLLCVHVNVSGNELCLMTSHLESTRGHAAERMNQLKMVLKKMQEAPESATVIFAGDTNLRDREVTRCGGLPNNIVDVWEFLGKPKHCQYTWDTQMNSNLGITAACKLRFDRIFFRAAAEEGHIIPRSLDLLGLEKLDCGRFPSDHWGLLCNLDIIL
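test system = human TDP2 enzyme | input = TDP2 enzyme at 120 nM final | medium = 50 mM Tris-HCl pH 7.5 with Mg2+, KCl, DTT, BSA | also added = T5PNP substrate, 5 mM | times = 2 h at 37 °C | technique = epi absorbance | benchmarks = high control without enzyme, low control DMSO plus TDP2 | replication = each compound tested once, singlicate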
ASAP1 GAP inh: ASAP1 ArfGAP inhibition; ASAP1-stimulated ARF1 GTP hydrolysis, GDP FP detection; inhibition, % at 16.5 µM; 0.19% of 360,000 active; in the data active = inhibition above about 25%;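 note: 0% = vehicle with enzyme and substrate and 100% = no enzyme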
Target sequence (Q9ULH1 325-724 limits assumed): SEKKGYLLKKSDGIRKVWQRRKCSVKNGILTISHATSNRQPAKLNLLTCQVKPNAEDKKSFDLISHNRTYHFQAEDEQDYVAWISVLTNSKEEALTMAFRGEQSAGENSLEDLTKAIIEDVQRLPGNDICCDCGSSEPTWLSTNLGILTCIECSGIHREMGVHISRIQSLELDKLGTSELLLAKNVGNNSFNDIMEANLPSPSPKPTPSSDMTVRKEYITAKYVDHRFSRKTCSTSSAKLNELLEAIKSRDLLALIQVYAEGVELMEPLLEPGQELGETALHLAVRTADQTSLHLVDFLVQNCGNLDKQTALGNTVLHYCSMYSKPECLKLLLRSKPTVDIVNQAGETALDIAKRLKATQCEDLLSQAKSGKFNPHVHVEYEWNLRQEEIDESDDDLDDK
Tn6 DDE FP: inhibitors of Tn6 peptide binding to human fibrin DD(E) | inhibition, % at 8.3 µM | Fibrin DD(E) TRITC-Tn6 fluorescence polarization displacement | 0.21% of 370,000 active | AID 720509;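 active = inhibition above a per-campaign cutoff: mean of compounds within control limits plus 3 SD, cut at about 15% in these data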;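 note: 0% = median of all compound wells on the plate and 100% = blocking peptide control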
The depositor's hits bear a star; i = inactive; . = not tested or not shown; & = joins results of further samples.

PLCg1 inh	Tn7 DDE FP	ARFGAP1 inhibitor	ADAM17 inh	LEDGF integ inh	TDP2 inh	ASAP1 GAP inh	ADAM10 inh	Tn6 DDE FP	proKLK7 act	SMILES
8	0	4	11*	-10	-13	11	7	-7	0.5	CC(C)=CCc1c2c(c3occ(-c4ccc(O)c(O)c4)c(=O)c3c1O)C=CC(C)(C)O2
-3	10	-3	-2	-1	-5	-7	-5	5	0.5	CCC(SC1=Nc2ccccc2C2=NC(CC(C)C)C(=O)N12)C(=O)Nc1ccc2c(c1)OCO2 (stereo not drawn)
0	1	8	3	0	-8	-5	5	0	1.1	O=S(=O)(Cc1ccc(Cl)cc1)c1ncc(CO)n1Cc1ccccc1
-3	-1	-19	-1	4	0	-6	8	-7	-0.1	CCOc1cc(/C=C2/SC(=S)N(CC(=O)O)C2=O)ccc1OC(=O)c1cccs1
-13	-3	1	-4	2	2	-10	-13	-6	0.3	COc1cc(/C=C(/C(=O)O)c2ccc(-c3ccccc3)cc2)cc(OC)c1OC
1	3	-2	-1	3	-12	-3	-8	6	0.1	CSc1nnc(NC(=O)CCc2ccccc2)s1
1	2	-3	-1	-2	-10	-9	8	-1	0.1	CCOC(=O)C1CCN(S(=O)(=O)c2ccc3c(c2)NC(=O)CS3)CC1
-2	-4	-6	-5	4	1	2	-15	0	0.1	CC1(c2nnc(-c3ccncc3)o2)CC(c2ccc(F)cc2)=NO1 (stereo not drawn)
-184	-2	.	-53	6	9	.	-213	3	-21	C[C@@H]1OC(C2CCCCC2)N(C)[C@H]2C[C@H]3c4[nH]c5cccc(-c6cccc(F)c6)c5c4CCN3C(=O)[C@@H]12 (stereo partly drawn)
4	0	10	-3	-9	-2	6	-2	7	0.1	COCCN(CCOC)C(=O)c1ccc(NS(=O)(=O)c2ccc3c(c2)OCCO3)cc1
2	-5	3	-3	-5	0	1	-17	-5	-0.2	CCOC(=O)C1(CCOC)CCCCC1=O (stereo not drawn)
6	6	2	4	4	-11	3	3	-4	-0.1	Cc1sc(NC(=O)CN(CCc2ccccc2)C(=O)C2CC2)c(C(N)=O)c1C
-11	-2	1	0	0	12	1	-7	-5	0.5	COc1cc(CC(C#N)(CO)c2nc3ccccc3[nH]2)ccc1OC(F)F (stereo not drawn)
-1	13	16	-2	0	4	2	-3	4	0.6	O=C(NC1CCCCC1)C(c1ccc(F)cc1)N(Cc1ccco1)C(=O)c1csnn1 (stereo not drawn)
2	-4	4	3	3	1	0	0	-2	-0.6	CSCCC(NC(=O)/C(=C\c1ccc(Cl)cc1)NC(=O)c1ccccc1)C(=O)O (stereo not drawn)
3	9	.	-2	0	2	.	-2	7	0.8	COC(=O)[C@]12C[C@H](CC(=O)N3CCC(c4ccccc4)CC3)C(=O)N(Cc3ccc(Cl)cc3Cl)C1=C[C@H](C(C)(C)C)O[C@@H]2C
1	-8	-2	-3	-2	3	4	3	-5	-0.2	COc1cccc(-c2cnc(OC(C)(C)C)nc2OC(C)(C)C)c1
2&1	2&-8	3&-7	1&0	-2&1	3&7	11&-4	-1&-4	-1&-5	0.1&-0.4	COc1ccc(NC(=O)C2CCC(CNc3c(N4CCC(C)CC4)c(=O)c3=O)CC2)cc1OC (stereo not drawn)
-2	-2	-1	2	1	1	-6	8	0	1.0	COc1ccc(CN(C)CC(=O)Nc2ccccc2-c2ccccc2)c(OC)c1
-4	-3	3	0	0	18	4	3	-3	-0.6	CCOc1ccc(Nc2nc(Cc3nnc(SCC(N)=O)o3)cs2)cc1
-1	-6	.	1	0	2	.	1	6	-0.5	CCOC(=O)C1=NOC(C(=O)Nc2nccs2)(C(=O)C2CC2)C1 (stereo not drawn)
0	3	2	-6	-4	-6	2	-1	3	0.7	Cc1ccc(NC(=O)C2CC(=O)n3ncnc3N2)cc1C (stereo not drawn)
-149	-1	-3	-144	-2	-3	4	i	0	6.5	CCCCN(CCCC)CCn1cnc2c([nH]c3ccc(OC)cc32)c1=O
0	2	8	-3	2	5	5	2	-2	0.5	COc1ccc(NC(=O)c2ccco2)cc1NC(=O)c1ccco1
1	-5	5	3	-1	-9	-11	5	2	-0.1	O=C(COC(=O)c1cccnc1Cl)Nc1nc(-c2ccccc2)cs1

Some of these compounds in order of formula weight, highest first.
PLCg1 inh	Tn7 DDE FP	ARFGAP1 inhibitor	ADAM17 inh	LEDGF integ inh	TDP2 inh	ASAP1 GAP inh	ADAM10 inh	Tn6 DDE FP	proKLK7 act	SMILES
-184	-2	.	-53	6	9	.	-213	3	-21	C[C@@H]1OC(C2CCCCC2)N(C)[C@H]2C[C@H]3c4[nH]c5cccc(-c6cccc(F)c6)c5c4CCN3C(=O)[C@@H]12 (stereo partly drawn)
2	-4	4	3	3	1	0	0	-2	-0.6	CSCCC(NC(=O)/C(=C\c1ccc(Cl)cc1)NC(=O)c1ccccc1)C(=O)O (stereo not drawn)
6	6	2	4	4	-11	3	3	-4	-0.1	Cc1sc(NC(=O)CN(CCc2ccccc2)C(=O)C2CC2)c(C(N)=O)c1C
0	1	8	3	0	-8	-5	5	0	1.1	O=S(=O)(Cc1ccc(Cl)cc1)c1ncc(CO)n1Cc1ccccc1
0	3	2	-6	-4	-6	2	-1	3	0.7	Cc1ccc(NC(=O)C2CC(=O)n3ncnc3N2)cc1C (stereo not drawn)
2	-5	3	-3	-5	0	1	-17	-5	-0.2	CCOC(=O)C1(CCOC)CCCCC1=O (stereo not drawn)

Back to the main list, repeating the 3 entries before the break.
PLCg1 inh	Tn7 DDE FP	ARFGAP1 inhibitor	ADAM17 inh	LEDGF integ inh	TDP2 inh	ASAP1 GAP inh	ADAM10 inh	Tn6 DDE FP	proKLK7 act	SMILES
-149	-1	-3	-144	-2	-3	4	i	0	6.5	CCCCN(CCCC)CCn1cnc2c([nH]c3ccc(OC)cc32)c1=O
0	2	8	-3	2	5	5	2	-2	0.5	COc1ccc(NC(=O)c2ccco2)cc1NC(=O)c1ccco1
1	-5	5	3	-1	-9	-11	5	2	-0.1	O=C(COC(=O)c1cccnc1Cl)Nc1nc(-c2ccccc2)cs1
-6	6	4	0	-4	1	9	-2	-5	-7.0	COc1ccc(Br)cc1/C=N/NC(=O)CNC(=O)/C=C/c1ccccc1
0	3	-7	-3	-8	-8	-4	-12	-1	-0.7	O=C(NC(=S)NNC(=O)c1ccccc1O)c1cccnc1
-1	6	0	-6	2	7	-4	-25	-2	0.6	Cc1cn(CC(C)C)c(=O)n(-c2ccccc2)c1=O
2	12	3	-2	-4	3	-4	13	-2	0.6	CCOC(=O)c1ccc(N2C(=O)c3n[nH]c(C)c3C2c2ccccc2)cc1 (stereo not drawn)
3	-2	10	-2	5	-2	2	-4	-2	-0.7	Cc1ccc(C)c(C(=O)COC(=O)Cn2c(C)csc2=O)c1
-1	3	-3	-3	1	-7	5	-2	5	0.1	O=C(O)c1ccc(/C=N/N2CCN(Cc3ccc(Cl)cc3)CC2)cc1
-1	6	-4	-1	-1	7	0	-3	3	0.3	COC(=O)c1sc(NC(=O)CSc2nc3cccnc3n2C2CCCCC2)nc1C
-19	13	-3	0	25*	24	-8	-1	-1	-0.3	C=CCc1cc(C=Nc2ccc(N3CCOCC3)cc2)cc(OCC)c1O
2	-2	13	0	4	3	2	5	4	-0.6	CCOC(=O)N1CCN(C(=O)CN(c2ccc(C)cc2)S(=O)(=O)c2c(C)noc2C)CC1
0	8	-9	2	0	14	14	-2	-2	-0.2	Cc1ccc(C)c(S(=O)(=O)N2CCN(C(=O)CCNS(=O)(=O)c3ccccc3)CC2)c1
-5	-2	0	-10	1	-3	-11	-27	7	-0.3	Cc1cc2cc(CCNC(=O)c3ccc(Br)o3)c(=O)[nH]c2cc1C
4	-1	21	-3	1	5	1	-9	6	-0.2	O=C(O)/C=C\C(=O)Nc1ccc(OC(F)F)cc1
0	4	-8	-2	-3	-4	-5	-4	7	0.4	Cc1csc(SCC(=O)N(C)c2c(N)n(Cc3ccccc3)c(=O)[nH]c2=O)n1
-1	6	0	-1	2	1	9	-3	-11	-0.3	COc1cccc(C(=O)NNC(=O)c2ccc(NS(=O)(=O)c3cccs3)cc2)c1OC
3	3	0	1	3	-1	3	1	-8	0.1	CCN(CC(=O)Nc1c(F)cccc1F)C(=O)c1cc(S(=O)(=O)N(CC)CC)ccc1N1CCCCC1
1	-5	4	-1	3	5	-2	3	-4	-0.5	CCc1ccc(NC(=O)C(C)OC(=O)c2ccc(N3CCCC3)c([N+](=O)[O-])c2)cc1 (stereo not drawn)
6	-5	-2	0	6	-6	3	1	-4	0.1	O=C1C2CCCCN2C(=O)N1CCCN1CCN(c2cccc(C(F)(F)F)c2)CC1 (stereo not drawn)
0	-1	4	-3	-11	8	6	-8	1	0.0	CC(=O)c1ccc(OCCCC(=O)OCC(=O)Nc2ccc3[nH]c(=O)[nH]c3c2)cc1
0	-3	0	-1	-5	-3	-3	-2	0	-0.3	Cc1onc(-c2ccccc2Cl)c1C(=O)NC(C)c1ccccc1 (stereo not drawn)
7	-7	16	3	-8	-4	-10	-7	-5	-0.4	O=C1C(Cc2ccc(Br)cc2)SC(=Nc2ccccc2)N1c1ccccc1 (stereo not drawn)
1	-5	2	-1	2	-12	10	7	1	-0.2	Cc1nc(N2CCOCC2)c2c(C)c(C(=O)Nc3ccccc3Cl)sc2n1
-4	-9	6	-1	1	-5	12	-15	2	0.3	COc1ccc(-c2cc3c(=O)n(CC(=O)N4CCN(C)CC4)ncn3n2)cc1
-5	11	2	-7	4	-17	-12	-13	4	0.9	O=C(CC1C(=O)NCCN1Cc1cccc(F)c1)NCCCOc1cccnc1 (stereo not drawn)
2	6	4	-5	-2	0	3	0	0	0.4	C[C@H](CO)N1C[C@H](C)[C@@H](CN(C)Cc2ccc(C(=O)O)cc2)Oc2c(NC(=O)c3ccncc3)cccc2C1=O

Outcome played no part in choosing rows, and some 4.2% of all compounds hit somewhere here.
